ASAP1 GAP inh: inhibitors of human ASAP1 ArfGAP activity, primary screen, biochemical, fluorescence polarization; Arf-GAP with SH3 domain, ANK repeat and PH domain-containing protein 1 (Homo sapiens), …; ASAP1-stimulated ARF1 GTP hydrolysis, GDP FP detection; inhibition, % at 16.5 µM; 360,000 tested, 0.19% active; AID 624377, 2012; in the data active = inhibition above about 25%;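 note: 0% = vehicle with enzyme and substrate and 100% = no enzyme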
NPR1 activator: GC-A stimulated cGMP production enhancers – HEK293 GC-A cells, cGMP TR-FRET, EC30 ANP, primary screen. Atrial natriuretic peptide receptor 1 (Homo sapiens), P16066. 0% at EC30 ANP, 100% saturating ANP. activation, % at 10 µM. 370,000 tested, 0.14% active. AID 1671463, 2021; in the data active = activation above about 40%
Target sequence (P16066 whole entry, looked up): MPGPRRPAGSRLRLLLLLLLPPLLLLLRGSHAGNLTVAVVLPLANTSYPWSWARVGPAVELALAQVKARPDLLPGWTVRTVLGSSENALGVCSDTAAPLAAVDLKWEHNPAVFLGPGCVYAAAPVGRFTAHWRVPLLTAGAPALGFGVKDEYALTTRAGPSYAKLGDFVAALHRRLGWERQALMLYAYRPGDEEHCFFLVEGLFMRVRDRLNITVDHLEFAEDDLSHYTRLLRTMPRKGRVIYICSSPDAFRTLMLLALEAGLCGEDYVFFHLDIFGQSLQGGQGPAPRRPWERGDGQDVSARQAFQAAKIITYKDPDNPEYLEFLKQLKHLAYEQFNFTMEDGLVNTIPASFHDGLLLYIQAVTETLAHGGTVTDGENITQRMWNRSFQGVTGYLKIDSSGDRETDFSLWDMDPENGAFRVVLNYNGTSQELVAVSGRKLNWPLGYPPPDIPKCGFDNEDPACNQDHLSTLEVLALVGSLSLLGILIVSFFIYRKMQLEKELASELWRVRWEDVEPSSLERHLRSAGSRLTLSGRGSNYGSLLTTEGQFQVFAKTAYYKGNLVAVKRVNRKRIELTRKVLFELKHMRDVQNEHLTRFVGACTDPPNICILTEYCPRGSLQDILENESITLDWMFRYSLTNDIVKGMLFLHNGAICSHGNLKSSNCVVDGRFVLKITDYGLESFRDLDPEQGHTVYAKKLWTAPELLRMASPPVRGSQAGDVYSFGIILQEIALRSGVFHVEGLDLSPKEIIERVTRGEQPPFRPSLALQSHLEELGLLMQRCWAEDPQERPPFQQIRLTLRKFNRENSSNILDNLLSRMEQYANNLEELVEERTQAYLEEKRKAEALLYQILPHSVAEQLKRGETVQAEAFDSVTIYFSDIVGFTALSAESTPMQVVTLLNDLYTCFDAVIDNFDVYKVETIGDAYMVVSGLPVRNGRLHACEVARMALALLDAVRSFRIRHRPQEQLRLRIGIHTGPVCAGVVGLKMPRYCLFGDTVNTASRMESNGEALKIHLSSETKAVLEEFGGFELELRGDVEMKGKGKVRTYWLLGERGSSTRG
rCAG binder: binders of r(CAG) RNA repeats, primary screen, biochemical, fluorescence; r(CAG) RNA repeat, TO-PRO-1 dye displacement fluorescence; inhibition, % at 3 µM; 370,000 tested, 1.3% active; AID 651821, 2012;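 active = inhibition above the plate cutoff, the mean of all test compounds on that plate plus 3 SD, cut at about 35% in these data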;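 note: 0% = DMSO alone and 100% = 100 µM mitoxantrone as full dye displacement; higher means more dye released from RNA so lower well fluorescence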
GC-B act: human GC-B receptor activators, primary screen, HEK293 GC-B cells, cGMP TR-FRET, EC30 CNP; Atrial natriuretic peptide receptor 2 (Homo sapiens), P20594; 0% at EC30 CNP, 100% saturating CNP; activation, % at 10 µM; 370,000 tested, 0.11% active; AID 1920062, 2024;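 active = activation at 10 µM reaching about 35% in either raw or pattern-adjusted values, limit read from the data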
Tn6 DDE FP: inhibitors of Tn6 peptide binding to fibrin DD(E), primary screen, biochemical, fluorescence polarization, human fibrin, Tn6 probe; Fibrin DD(E) TRITC-Tn6 fluorescence polarization displacement; inhibition, % at 8.3 µM; 370,000 tested, 0.21% active;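 active = inhibition above a per-campaign cutoff: mean of compounds within control limits plus 3 SD, cut at about 15% in these data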;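 note: 0% = median of all compound wells on the plate and 100% = blocking peptide control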
proKLK7 act: proKLK7 zymogen activators, primary screen, biochemical, fluorescence intensity | Kallikrein-7 (Homo sapiens), P49862 | purified proKLK7, EDANS-DABCYL substrate fluorescence; 100% is mature enzyme control, 0% vehicle | activation, % at 7 µM | 370,000 tested, 0.9% active | AID 652039, 2013;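 active = activation above the mean of all tested compounds plus 3 SD, computed per campaign excluding outliers beyond control limits, cut at about 13% in these data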
ADAM10 inh: human ADAM10 inhibitors, primary screen, biochemical, QFRET, HTS | Disintegrin and metalloproteinase domain-containing protein 10 (Homo sapiens), O14672 | recombinant ADAM10, EDANS/DABCYL FRET peptide cleavage, 3 h | inhibition, % at 7 µM | 370,000 tested, 0.62% active | AID 720582, 2013;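 active = inhibition above a per-campaign cutoff equal to the mean of compounds falling between control-based bounds plus 3 SD, cut at about 20% in these data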;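 note: 0% = DMSO wells while the 100% control is not disclosed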
GAA850 FXN act: FXN promoter activators, primary screen, cell-based, luciferase luminescence, HEK293 lucGAA850 | HEK293 lucGAA850 FXN promoter luciferase reporter, 24 h; percent of 10 µM SAHA response | activation, % at 6 µM | 360,000 tested, 0.56% active | AID 540364, 2011;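 active = activation above the average of all compounds screened plus 3 SD, cutoff fixed separately per campaign, cut at about 7.5% in these data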;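 note: 0% = DMSO wells and 100% = 10 µM SAHA wells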
HGIII-sPLA2 inh: human group III sPLA2 inhibitors, primary screen, biochemical, QFRET, BODIPY PC-A2 liposome substrate | Group 3 secretory phospholipase A2 (Homo sapiens), Q9NZ20 | QFRET BODIPY PC-A2 liposome hydrolysis, fluorescence | inhibition, % at 12.2 µM | 370,000 tested, 0.56% active | AID 743126, 2013;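 active = inhibition above mean plus 3 SD of compounds lying within the high and low control bounds, cut at about 19% in these data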;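 note: 0% = median of test compound wells and 100% = no enzyme DMSO wells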
ARFGAP1 inh: inhibitors of rat ARFGAP1 GAP activity, primary screen, biochemical, fluorescence polarization, GDP tracer; 360,000 tested, 0.26% active; inhibition, % at 16.5 µM; Arfgap1-stimulated ARF1 GTP hydrolysis, GDP FP detection; ADP-ribosylation factor GTPase-activating protein 1 (Rattus norvegicus), Q62848;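 active = inhibition above a per-plate limit, mean inhibition of low control wells plus 3 SD, cut at about 25% in these data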;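 note: 0% = DMSO wells with enzyme and 100% = wells lacking Arfgap1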
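Repeats: one replicate per compound; assay system: rat Arfgap1 catalytic domain, aa 1-136; times: enzyme reaction 120 min at 25 °C after 20 min preincubation; detection: FP of antibody-bound GDP Alexa 633 tracer, ex 620/em 688 nm; benchmarks: high control wells lacking Arfgap1, low control full reaction with DMSO; reagent: human ARF1(Δ1-17)-GTP substrate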
An asterisk follows results filed as active; i = inactive; / = no result given.

SMILES	ASAP1 GAP inh	NPR1 activator	rCAG binder	GC-B act	Tn6 DDE FP	proKLK7 act	ADAM10 inh	GAA850 FXN act	HGIII-sPLA2 inh	ARFGAP1 inh
COc1ccc(S(=O)(=O)c2c(N)n(Cc3ccco3)c3nc4ccccc4nc23)cc1	11	9	29	-5	-2	-65	i	-1.0	-22	17
O=C(Cn1nnc(-c2ccc(CN3CCOCC3)cc2)n1)N1CCCc2ccccc21	-2	-2	-6	2	10	-0.1	4	-1.1	-3	-4
Cc1nn(C(=O)c2ccco2)c(C)c1CN1C(=O)c2ccccc2C1=O	-3	6	-4	1	0	0.8	-1	0.0	0	-8
O=C(/C=C/c1ccc(Cl)cc1)Nc1ccc(CN2CCOCC2)cc1	-5	9	-2	1	4	0.0	8	-3.0	-10	8
CCC1SC(C)C/C(=N/NC(N)=O)C1C (stereo not drawn)	-1	-2	-1	0	-4	0.4	6	-2.7	-2	10
CC(C)CN(CCCNC(=O)CN1C(=O)CSc2ccc(S(=O)(=O)N3CCOCC3)cc21)CC(C)C	-6	4	-3	2	-6	0.8	-5	1.5	-1	13
CC(C)C1=C2CCCCC2NC(=O)N1 (stereo not drawn)	-1	2	-2	0	-8	0.0	-27	-0.4	-3	-2
C[C@@H](C(=O)N1CCN(c2ccccc2)CC1)N1C(=O)C2CC=CCC2C1=O (stereo partly drawn)	-5	-2	-2	4	4	-0.1	-14	0.5	7	-4
Cn1ccnc1Sc1ccc(/C=N/NC(=O)c2ccccc2O)cc1[N+](=O)[O-]	-2	-2	10	-1	1	0.0	1	2.8	-1	-19
CC(=O)c1c(OCC(=O)O)ccc2c(C)cc(=O)oc12	-2	2	5	3	6	1.9	-39	3.8	2	1
Cc1cc(C)cc(NC(=S)NCCc2ccc(S(N)(=O)=O)cc2)c1	1	1	0	0	-3	0.3	-7	0.2	2	3
O=C(Nc1ccc(F)cc1F)N1CCN(c2ncccn2)CC1	12	2	1	1	-9	0.5	-3	0.4	-4	-6
CS(=O)(=O)N(CC(=O)NCCSCc1ccccc1)c1ccccc1Br	4	3	-4	-1	7	0.5	3	-1.1	7	14
O=S(=O)(/N=C(/Nc1cccc2ccccc12)c1ccccc1)c1ccccc1	-2	-2	2	-4	-5	0.2	17	-0.5	-18	3
COc1ccc(S(=O)(=O)N(C)CC(=O)NC2CCCC2)cc1OC	-1	3	-5	0	-1	-0.3	-5	1.5	0	-1
O=C(c1cc2c(ccc3ccccc32)o1)N1CCCCC1	8	1	-4	-3	-3	-0.1	-1	0.6	-4	-8
CCCn1c(SCN2C(=O)c3ccccc3C2=O)nc2cc(Cl)ccc2c1=O	-14	4	4	0	5	-0.2	12	-0.2	9	1
COC(=O)C[C@H]1CC[C@@H](NS(=O)(=O)c2ccccc2)[C@@H](CO)O1	6	9	1	8	3	-0.2	-6	/	3	2
CCOC(=O)C1=C(COC(=O)/C=C/c2ccc(OC)cc2)NC(=O)NC1C (stereo not drawn)	5	0	-2	2	-6	-0.5	-1	-4.3	3	2
Cc1ccc(N=Cc2c(O)c3ccccc3oc2=O)c(C)c1	-10	8	-1	-1	-8	0.1	2	2.3	7	-6
O=C(c1ccc(S(=O)(=O)N2CCOCC2)cc1)N1CCN(c2ccc(F)cc2)CC1	-9	5	-5	-6	-6	-0.4	-4	2.1	0	-6
Cc1ccc(C)c(NC(=O)COc2cccc3c2CCN(Cc2ccccc2)C3=O)c1	11	2	2	5	-6	0.6	0	0.4	-3	3
CC1Sc2ccc(C(=O)Nc3cc(S(C)(=O)=O)ccc3Cl)cc2NC1=O (stereo not drawn)	2	1	4	-3	-7	0.2	-6	-1.6	4	14
CCC(CO)NC(=O)c1cc2c(s1)CCC2 (stereo not drawn)	2	5	0	6	0	0.7	4	-0.2	6	4
CC(C)c1ccc(N(C(=O)c2csnn2)C(C(=O)NC2CCCC2)c2cccnc2)cc1 (stereo not drawn)	23	-5	-9	-5	3	0.1	-1	-1.4	7	-4
CC(=O)N1CSCC1C(=O)NNS(=O)(=O)c1ccccc1 (stereo not drawn)	0	0	0	8	5	0.5	4	1.0	5	-6
COc1ccc(OC)c(S(=O)(=O)Nc2cc(C(=O)O)ccc2N2CC3CC(C2)c2cccc(=O)n2C3)c1 (stereo not drawn)	-4	1	2	-1	0	0.4	-8	-0.8	8	2
COc1cc(C2c3c(oc4ccccc4c3=O)C(=O)N2c2ccc(C)cn2)ccc1O (stereo not drawn)	15	-4	2	-4	2	1.1	-18	0.4	8	1
O=C(Nc1cccc(Cl)c1)N1CCN2C(=O)c3ccccc3C12c1ccccc1 (stereo not drawn)	5	-5	6	-8	-1	0.1	23*	-1.7	-23	-2
CCC1CCCCN1S(=O)(=O)c1ccc(-n2cnnn2)c(C)c1 (stereo not drawn)	-9	-2	-2	1	3	0.0	9	1.4	5	8
O=C(NC12CC3CC(CC(C3)C1)C2)c1ccc(Br)o1	-1	3	-4	-1	2	-0.5	-2	0.4	3	5
CC(CCN1CCN=C1N(C)C)c1ccccc1 (stereo not drawn)	18	6	0	0	-2	0.3	1	1.2	-2	6
CC1(O)c2ccccc2C(=O)N1Cc1ccccc1 (stereo not drawn)	-7	1	-3	5	4	-0.3	-10	0.8	3	-4
Cc1ccc(F)cc1C(=O)N1CCCCC1c1cc(C(=O)NC(C)C)no1 (stereo not drawn)	-10	5	-3	5	0	0.4	-7	-1.3	5	4
COc1ccc(C)cc1NC(=O)C1CCCCC1C(=O)O (stereo not drawn)	-5	0	-3	6	7	-0.2	7	2.0	8	6
S=c1[nH]ncn1/N=C/c1ccc(Br)cc1	-5	13	1	3	-1	-0.3	-2	0.3	5	-7
COc1ccc(NC(=O)C2(C)Cc3c(-c4cccc(C(N)=O)c4)ccnc3O2)cn1 (stereo not drawn)	2	-6	-1	-2	-4	-0.5	-16	-3.8	-1	13
Cc1ccc(CN2C(=O)CCC2C(=O)NCCCN2CCC(C)CC2)cc1 (stereo not drawn)	7	8	-3	1	-1	0.5	-2	-1.7	5	-3
CN(/N=C/c1ccc(C(C)(C)C)cc1)C1=NCCN1	-5	1	0	0	-1	-0.5	-7	0.8	-3	-12
CC(C)CCOc1cccc(C2c3c(oc4ccccc4c3=O)C(=O)N2CCCN2CCOCC2)c1 (stereo not drawn)	7	3	0	-1	4	-0.8	-17	1.3	-3	-4
C=CCn1c(O)c(N=Nc2ccccc2)c2ccccc21	0	1	7	0	-7	-0.3	3	0.0	0	3
COc1ccc(CNS(=O)(=O)NCc2ccccc2F)cc1	0	1	-2	6	10	0.8	-1	3.5	-1	8
CC(=O)Oc1ccc(C(=O)Nc2ccccc2NC(=O)c2ccc(OC(C)=O)cc2)cc1	6	0	-1	-7	6	0.0	2	0.7	-13	1
COC(=O)C(CCSC)NC(=O)Cn1ncc2c(=O)oc3ccccc3c21 (stereo not drawn)	-14	-2	2	-5	-5	0.6	9	-1.4	1	-1
CN1CCN(C(=S)NC(=O)c2cccc([N+](=O)[O-])c2)CC1	14	1	-3	-6	4	-0.5	1	-1.6	10	3
CCOc1ccccc1N(C)S(=O)(=O)c1ccc2c(c1)CC(C)N2C(=O)C1CC1 (stereo not drawn)	3	7	-2	1	4	-0.1	-1	-2.5	1	5
CCNc1nc(OC)nc(Oc2ccc(=O)n(-c3ccccc3)n2)n1	-7	5	-6	0	3	0.3	-2	1.8	-2	-6
O=C(Cn1nnc(-c2ccccc2)n1)OC1CCOC1=O (stereo not drawn)	-8	54*	2	1	4	0.5	10	0.8	5	-4
Cc1ccc(C(=O)CCC(=O)OCC(=O)Nc2c(C)nn(-c3ccccc3)c2C)cc1	17	2	-6	-1	-7	-0.6	-8	-0.9	1	12
COC(=O)c1sc2ccccc2c1-n1cccc1C(=O)C(=O)Nc1ccccc1	6	-4	5	1	0	-1.0	13	-1.6	-3	11
Cc1nn2c(-c3ccccc3)ccnc2c1Br	12	-7	-2	-3	6	0.4	2	4.7	-2	0
O=C(CN1C(=O)NC(c2ccccc2)(c2ccccc2)C1=O)NC1CCS(=O)(=O)C1 (stereo not drawn)	5	0	0	2	-2	-0.1	1	0.7	-8	-4
O=C(COc1ccc(Cl)cc1Cl)NN=C1CCCCC1	-14	2	-1	1	3	0.1	4	0.8	2	3
O=C(Nc1ccccc1OC(F)F)c1ccc(S(=O)(=O)N2CCOCC2)cc1	-7	5	-2	6	0	-0.1	-1	0.7	-1	-8
COc1cccc(N(C(=O)CNC(=O)c2ccco2)C(C(=O)NC2CCCCC2)c2cccnc2)c1 (stereo not drawn)	3	-6	-3	-4	-3	-0.7	10	-0.8	4	-11
CCCn1c(=S)[nH]c2cc(C(=O)N3CCN(C)CC3)ccc2c1=O	-2	-2	2	-5	4	-0.2	-2	0.8	3	8
COc1cc(-c2noc(CCC(N)=O)n2)cc(OC)c1OC	15	-2	-2	1	-7	-0.2	-17	/	4	2
Cc1ccc(S(=O)OCC(=O)Nc2cc(Cl)ccc2N2CCOCC2)cc1 (stereo not drawn)	1	-35	2	-17	-6	0.4	-4	1.6	-17	6
O=C(CCC1CCCC1)Nc1ccon1	14	1	0	6	4	-0.5	5	0.5	4	2
O=C(C1=C(O)C(=O)N(CCN2CCOCC2)C1c1ccc(Br)cc1)c1cc2ccccc2o1 (stereo not drawn)	-2	2	20	-3	5	0.3	-6	0.8	-6	-3

Screening results (PubChem BioAssay)
